Source: PubChem BioAssay (Sanford-Burnham Center for Chemical Genomics)
MPTP block: inhibitors of mitochondrial permeability transition pore | hit rate 1.4% among 360,000 | AID 602449 | inhibition, % at 10 µM | isolated mouse mitochondria, Ca2+ swelling absorbance, 30 min;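 active = inhibition of 50% or more, scaled per plate between neutral and stimulator controls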;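 note: 0% = DMSO wells given calcium and 100% = 1 mM EGTA wells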
CXCR6 inh: inhibitors of human CXCR6 receptor; CHO-K1 PathHunter CXCR6 beta-arrestin, luminescence; inhibition, % at 20 µM; hit rate 0.36% among 360,000; AID 602244; in the data active = inhibition above about 34%, passing the limit was not always enough;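 note: antagonist mode with CXCL16 agonist at 10 nM final; 0% = 10 nM CXCL16 with DMSO and 100% = unstimulated wells without agonist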
Target sequence (O00574 whole entry, looked up): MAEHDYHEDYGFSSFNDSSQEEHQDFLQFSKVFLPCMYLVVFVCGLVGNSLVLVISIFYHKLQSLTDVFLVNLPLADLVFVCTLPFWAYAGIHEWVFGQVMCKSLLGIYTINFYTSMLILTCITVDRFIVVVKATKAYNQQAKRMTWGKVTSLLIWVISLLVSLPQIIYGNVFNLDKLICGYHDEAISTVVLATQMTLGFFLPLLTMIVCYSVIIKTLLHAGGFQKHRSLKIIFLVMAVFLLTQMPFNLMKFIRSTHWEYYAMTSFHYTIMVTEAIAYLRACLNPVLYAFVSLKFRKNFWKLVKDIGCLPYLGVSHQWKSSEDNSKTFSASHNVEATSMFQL
GRIN3A LBD mod: modulates the human NR3A ligand-binding domain | NR3A LBD differential scanning fluorimetry, Tm shift; 0% = protein alone, 100% = glycine-bound protein | Tm shift relative to glycine control, % at 25 µM | hit rate 2.5% among 340,000;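 active = melting temperature shift of at least 10% of the positive control shift, at one fixed dose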
CCR6 antag: antagonists of human CCR6 receptor; CHO-K1 CCR6 PathHunter beta-arrestin, luminescence, CCL20-stimulated; inhibition, % at 20 µM; hit rate 0.49% among 340,000; AID 493098;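 active = compounds whose inhibition of the agonist-driven luminescence signal at 20 µM reaches about 50%, limit read from the data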;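 note: cells stimulated with CCL20 at 14 nM final; plate controls were DMSO with CCL20 for no effect and DMSO without agonist for full effect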
EBI2 antag: blocks human EBI2 receptor beta-arrestin signaling; P32249; EBI2 beta-arrestin recruitment, luminescence, 7a,25-OHC stimulated; AID 651636; inhibition, % at 5 µM; hit rate 0.81% among 360,000; in the data active = inhibition above about 38%;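 note: enzyme fragment complementation signal reports receptor beta-arrestin coupling in cells; 0% = agonist plus DMSO wells and 100% = wells without agonist; some results beyond the cut were filed as inactive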
Target sequence (P32249 whole entry, looked up, the tested form may be a part): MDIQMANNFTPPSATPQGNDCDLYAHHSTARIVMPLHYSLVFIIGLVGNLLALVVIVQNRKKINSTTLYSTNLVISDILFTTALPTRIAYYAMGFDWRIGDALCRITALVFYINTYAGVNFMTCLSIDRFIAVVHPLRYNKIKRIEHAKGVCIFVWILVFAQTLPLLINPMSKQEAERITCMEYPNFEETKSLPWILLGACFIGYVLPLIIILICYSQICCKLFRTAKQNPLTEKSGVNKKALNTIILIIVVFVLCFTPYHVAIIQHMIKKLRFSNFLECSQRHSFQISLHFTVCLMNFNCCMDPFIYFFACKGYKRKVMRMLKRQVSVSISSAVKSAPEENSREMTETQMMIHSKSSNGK
APOBEC3A inh: blocks human APOBEC3A ssDNA deamination; inhibition, % at 20 µM; hit rate 0.41% among 330,000; recombinant A3A, FAM/TAMRA ssDNA deamination fluorescence; AID 493011; P31941;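 active = at least 40% inhibition at 20 µM here, with at most 30% in a related deaminase screen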;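 note: plate controls were A3A with DMSO for no effect and wells lacking A3A enzyme for full effect; some results filed as inactive read as strong as hits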
APOBEC3G inh: inhibitors of human APOBEC3G DNA deaminase | inhibition, % at 20 µM | hit rate 0.28% among 330,000 | recombinant A3G, ssDNA deamination FAM/TAMRA fluorescence | Q9HC16 | AID 493012;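 active = inhibition of at least 40% at 20 µM, with no more than 30% in the related APOBEC3A deaminase screen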;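 note: plate controls were DMSO wells with A3G for no effect and wells lacking A3G enzyme for full effect; some compounds called inactive have numbers as strong as hits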
Target sequence (Q9HC16 whole entry, looked up): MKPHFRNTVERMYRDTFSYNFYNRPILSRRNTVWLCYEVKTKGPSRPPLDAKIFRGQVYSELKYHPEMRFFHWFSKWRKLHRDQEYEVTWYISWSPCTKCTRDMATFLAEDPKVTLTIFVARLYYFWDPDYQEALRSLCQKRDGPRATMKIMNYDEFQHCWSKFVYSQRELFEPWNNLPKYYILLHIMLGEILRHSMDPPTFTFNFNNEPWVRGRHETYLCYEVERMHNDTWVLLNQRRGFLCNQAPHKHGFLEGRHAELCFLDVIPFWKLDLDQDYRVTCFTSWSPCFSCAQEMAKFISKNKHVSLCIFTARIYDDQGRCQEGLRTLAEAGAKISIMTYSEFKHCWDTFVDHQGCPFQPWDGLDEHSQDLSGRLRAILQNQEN
Gli-Sufu antag: blocks Gli-Sufu signaling in a luciferase reporter | Sufu-KO-LIGHT fibroblasts, Gli luciferase reporter luminescence | inhibition, % at 5 µM | hit rate 0.74% among 340,000;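 active = inhibition above about 55%, limit read from the data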;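 note: 0% = DMSO-treated cells and 100% = wells with medium but no cells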
An asterisk follows results filed as active; . = no result given; + = active, no number. Compounds as they come. About 5.8% of those tested had a hit in this group.

SMILES	MPTP block	CXCR6 inh	GRIN3A LBD mod	CCR6 antag	EBI2 antag	APOBEC3A inh	APOBEC3G inh	Gli-Sufu antag
O=[N+]([O-])c1cccc(-c2nc(NCc3ccccc3)c3ccccc3n2)c1	25	4	339*	14	31	2	-4	3
C=CCn1c(SCC(=O)CC(=O)OCC)nc2cc(C(=O)N3CCC(C(N)=O)CC3)ccc2c1=O	1.6	-4	1	-3	-4	-3	-10	51
CN1C(=O)c2ccccc2N(C)C1c1cccc(O)c1 (centres undefined)	0.0	-4	-1	9	-1	-1	-7	5
COc1ccc(NC(=O)CN(C)CC(=O)NCC2CCCCC2)cc1	-1.8	2	-1	-3	1	-2	-10	16
COCCNC(=O)c1cccc(OC2CCN(Cc3cccc(SC)c3)CC2)c1	0.1	8	-1	8	-2	-5	-4	-8
COc1ccc(-c2cccc(C3CC=CC4C3C(=O)N(Cc3ccccc3)C4c3ccc(C(F)(F)F)cc3)c2)cc1 (centres undefined)	-0.9	10	0	7	-6	5	1	-18
O=S(=O)(NCc1ccccc1)c1ccc(Br)c2nsnc12	0.0	-3	0	15	1	-1	-5	3
COc1ccc(/C=C2\Sc3ccc(C(=O)NCC4CCCO4)cc3N(C)C2=O)cc1 (centres undefined)	-0.1	2	2	16	12	-1	-5	-11
COc1ccccc1-c1nn2c(C3COc4ccccc4O3)nnc2s1 (centres undefined)	2.6	10	-8	21	18	-2	51*	4
O=C(NCCCN1CCc2ccccc2C1)Nc1ccc(Br)cc1	93*	2	2	16	7	-2	-4	1
CC(C)Nc1ccc(C(CC(N)=O)NC(=O)c2ccc(Br)cc2)cc1[N+](=O)[O-] (centres undefined)	-0.9	14	-7	27	3	-2	-7	-5
Cc1c(NC(=O)COc2ccccc2Cl)c(=O)n(-c2ccccc2)n1C	-1.0	-3	0	8	3	0	-2	-4
COCc1ccc(C(=O)N2CCCC(N3CCN(c4ccccc4C)CC3)C2)s1 (centres undefined)	-1.5	-22	-1	20	-8	-3	-5	7
CC1CCN(S(=O)(=O)c2ccc3c(ccn3CCC(=O)NC(C)C)c2)CC1	1.4	-15	1	9	-2	3	2	-2
CCNC(=S)N(CCc1c(C)[nH]c2ccc(C)cc12)Cc1cccnc1	-0.1	12	-3	8	15	-3	10	17
COc1cccc(CNC(=O)CCCCCNC(=O)N2CCn3c2nc2ccccc23)c1	-0.9	-1	0	7	-3	-4	-5	8
CCC(=O)c1ccc(OCC(=O)NC2(C#N)CCCCC2)cc1	11	12	1	9	2	7	-7	42
Cc1cc(OCCOCCN(C)CCO)cc(C)c1Cl	1.8	-5	-2	28	-3	-4	-7	8
O=C(COC(=O)CCN1C(=O)/C(=C\C=C\c2ccccc2)SC1=S)Nc1ccc(Br)cc1	1.2	6	10*	29	-1	-1	-3	28
Cc1cc2ncc(S(C)(=O)=O)c(N)n2n1	1.6	1	1	3	2	-10	-1	0
O=C(CN1CCN(CC(=O)c2ccccc2)CC1)c1ccccc1	1.2	12	1	16	11	.	.	6
CCCc1cc(C(=O)N/N=C/c2ccc(CC)s2)c2ccccc2n1	-0.4	3	-20	8	10	-2	-2	2
CCCNC(=O)CSc1nnc(-c2ccccc2Br)n1-c1cccc(C(F)(F)F)c1	6.3	-2	-1	6	-4	-2	-5	5
CN(C)CCCNC(=S)N(CCCN(C)C)Cc1cc2cc3c(cc2[nH]c1=O)OCO3	-0.1	-2	0	-14	5	.	.	3
CCOC(=O)c1ccc[n+](CC(=O)c2ccc(NC(=O)c3ccccc3)cc2)c1	1.2	-9	0	2	-8	-1	-1	-25
CCCCN1C(=O)C2NN=C(C(=O)OCC)C2C1=O (centres undefined)	-2.1	0	-2	-11	-19	-2	-6	.
CCOC(=O)C1=C(COC(=O)COc2ccccc2C(C)C)NC(=O)NC1C (centres undefined)	-0.9	-2	-1	10	-6	0	-2	0
CCc1ccc(CNC(=O)c2ccc3c(c2)NC(=O)C(N2CCOCC2)S3)cc1 (centres undefined)	-0.5	-9	-3	1	-5	-7	-7	7
COCc1ccc(CN2CCC(n3nccc3NC(=O)CCCc3ccccc3)CC2)o1	-2.2	-3	-2	10	-8	-1	-2	-6
COc1ccc(C2C(C#N)=C(N)Oc3cc(C)[nH]c(=O)c32)cc1OC (centres undefined)	1.6	-3	-1	0	-3	2	-3	-7
O=S(=O)(Nc1cccc(S(=O)(=O)N2CCCCC2)c1)c1ccc(Cl)s1	3.5	-6	-8	-17	4	3	-1	1
COc1ccc(-n2c(-c3ccc(Cl)cc3Cl)n[nH]c2=S)c(OC)c1	1.8	-2	0	1	1	-5	5	-16
Cc1cc(S(=O)(=O)N2CCCCCC2)c(Cl)cc1Cl	2.1	-2	2	7	2	1	-1	5
COc1cc2c(cc1OC)C(c1ccc(-c3ccccc3Cl)o1)=NCC2	1.6	0	-7	4	49*	1	-5	4
COc1ccc2cc(C(=O)Nc3ccc(S(N)(=O)=O)cc3)sc(=O)c2c1OC	-4.5	-7	23*	7	-6	-4	-8	4
CCOC(=O)c1c(NC(=O)C(=O)N/N=C/c2ccc(OCC)cc2)sc2c1CCCCC2	1.6	6	-1	-4	2	-2	-6	2
COC(=O)c1cnc[nH]1	2.5	-1	-2	13	4	0	-4	-26
O=C(CN1C(=O)c2cccc3cccc1c23)N1CCc2ccccc2C1	-1.6	-5	-1	-9	9	0	-1	7
O=C(CSCc1c(F)cccc1F)Nc1ccccc1	1.1	12	0	1	-3	-5	-5	5
O=C(Nc1ncccc1O)c1ccc(OCC2CCCO2)cc1 (centres undefined)	-1.4	-16	1	8	4	-1	0	-64
COc1ccc(S(=O)(=O)c2c(O)c3ccc(C(=O)Nc4ccccc4Cl)cc3[nH]c2=O)cc1	-1.2	-7	-5	-4	1	-1	-2	-20
O=S(=O)(c1ccc(Cl)cc1)N(Cc1ccccn1)Cc1ccccn1	1.3	8	0	8	-2	-1	-10	-2
CC(=O)c1ccc(-c2ccc([C@H]3[C@H]4C=CC[C@@H](C)[C@@H]4C(=O)N3Cc3ccccc3)c(F)c2)cc1	0.5	0	1	-7	15	0	-5	-1
CC1CCN(C(=O)CSc2nc(N)c(NC(=O)c3ccccc3)c(=O)[nH]2)CC1	-0.3	1	1	-4	5	-3	1	-2
COC(=O)c1ccc(NC(=O)CSc2nncn2C)cc1	-1.7	-4	8	13	5	1	-6	3
CC(C)(C)NC(=O)CSc1nnc(CN2CCCCCC2=O)n1-c1ccccn1	-0.1	0	3	6	-6	-1	-1	-5
Cc1ccc(/C=C/C(=O)NC(=S)N2CCN(C)CC2)cc1	-1.0	3	-1	-1	55*	-7	-8	3
CC(/C=C/c1ccc(N(C)C)cc1)=N/N=C1/NC(=O)CC(C(=O)Nc2ccc(Cl)cc2)S1 (centres undefined)	2.9	13	27*	19	-20	3	1	-18
COc1ccc(OC)c(S(=O)(=O)N2CCC3(CC2)CC(=O)c2ccccc2O3)c1	-1.4	-4	1	-2	-6	-2	-6	-1
CCOC(=O)C1=CC[C@]2(C)c3c(c4ccccc4n3C)C(=O)C1N2C	-0.9	-2	1	0	-3	5	-3	-4
COc1cccc(N2CC(C(=O)Nc3nnc(SCc4ccccn4)s3)CC2=O)c1 (centres undefined)	0.1	-3	-2	2	7	-1	-7	4
O=C(Cc1ccc(S(=O)(=O)N2CCCCC2)s1)Nc1cccc2ccccc12	+	-12	-2	11	7	1	-8	6
C[C@@H]1CC=C[C@H]2[C@H]1C(=O)N(Cc1ccccc1)[C@H]2c1ccc2ccccc2c1Br	-1.2	4	-3	17	-8	-3	-7	8
CC(=O)NC(CC(=O)Nc1cccc(S(=O)(=O)N2CCOCC2)c1)c1ccccc1 (centres undefined)	-2.1	2	2	-2	-9	1	-11	-10
CCN(CC)S(=O)(=O)c1ccc(OC)c(NC(=O)C2CC(=O)N(c3ccc4c(c3)OCCO4)C2)c1 (centres undefined)	2.2	-17	-2	10	6	-3	-7	2
CC(=O)N1CCCC(C(=O)c2ccc3c4c(cccc24)CC3)C1 (centres undefined)	1.4	-14	-1	-7	-8	1	-5	0
CCOC(=O)c1c(C)[nH]c(C)c1S(=O)(=O)N(C)CC(=O)Nc1cccc(C)c1	-0.4	5	1	6	-8	-3	-7	43
CCC(=O)c1ccc(OCC(=O)NCc2ccccc2CN2CCCC2)cc1	-0.3	-6	-1	11	5	2	1	-18
O=C(NCC(c1ccccc1Cl)N1CCCC1)c1ccc(N2CCCC2=O)cc1 (centres undefined)	0.3	0	-2	13	1	4	4	-15
Cc1[nH][nH]c(=O)c1C(c1ccc(Cl)cc1)c1c(C)[nH][nH]c1=O	-0.9	5	3	10	4	-8	-5	15

Additional results
SMILES	MPTP block	CXCR6 inh	GRIN3A LBD mod	CCR6 antag	EBI2 antag	APOBEC3A inh	APOBEC3G inh	Gli-Sufu antag
COC(=O)C(NC(=O)CSc1nc(N)cc(=O)[nH]1)c1ccccc1 (centres undefined)	-1.6	-4	0	20	1	-1	-1	-3
COc1cccc(-c2nnc3sc(-c4cccs4)nn23)c1	2.2	-9	4	-19	7	-6	-8	-70
Cc1cccc(/C=N/c2sc3c(c2C(=O)OC(C)(C)C)CCN(C)C3)c1O	56*	-2	-6	-5	3	0	0	2
CNC(=O)C1CC(=O)N(c2ccc(F)c(Cl)c2)C1 (centres undefined)	-0.3	-1	0	-7	-2	-1	-4	-1
O=C(Nc1ncnc2sc3c(c12)CCCC3)c1ccncc1	0.0	2	-3	-1	4	-4	-4	2
O=C(NC1CCCCC1)c1cccc(S(=O)(=O)N2CCOCC2)c1	-2.6	2	0	-25	-11	-6	-7	1
CN(CCc1ccccn1)C1CCCN(S(=O)(=O)c2ccccc2)C1 (centres undefined)	-0.5	2	1	9	1	-4	-9	14
Cc1cc(=O)oc2cc(OCC(=O)NCCN3CCOCC3)ccc12	-1.6	4	-3	-6	1	-7	-7	-14
CC(=O)C(CC(=O)N1CCCc2ccccc21)C(=O)Nc1ccc(F)cc1 (centres undefined)	0.6	4	-3	-3	2	0	-3	-5
CCOC(=O)C1=C(c2ccccc2)N=C2SCC(=O)N2C1c1ccc(OC)c(OC)c1 (centres undefined)	0.1	12	0	21	-1	2	3	-1
O=C(COc1ccc(Br)cc1Br)NC(=O)NC1CCCC1	2.8	-2	-17	18	6	1	-1	-43
COc1cc(OC)c2c(-c3cccc(-c4ccc(CO)cc4)c3)cc(=O)oc2c1	1.7	9	-7	26	25	1	-1	70*
COc1ccc(C2=C(C=Nc3c(C)n(C)n(-c4ccccc4)c3=O)C(c3ccccc3C)c3ccccc3O2)cc1OC (centres undefined)	16	9	-4	9	14	-1	0	17
O=C(O)/C=C/C(=O)Nc1ccc2nccnc2c1	-1.0	-3	-3	1	-22	-2	-4	-19
COc1ccc(S(=O)(=O)NCC2CCCO2)c(Cl)c1Cl (centres undefined)	0.4	-13	-1	0	4	-3	-6	24
Cc1occc1-c1nnc(SCC(=O)c2ccccc2)n1CC1CCCO1 (centres undefined)	-1.0	-7	1	8	-6	1	2	-3
COc1ccccc1NC(=O)CSc1nc2[nH]ncc2c(=O)[nH]1	-0.9	-12	-1	-4	-4	-1	-10	-13
CCN(CC)C(=O)Cn1cc(S(=O)(=O)CC(=O)NCc2ccc3c(c2)OCO3)c2ccccc21	1.7	-10	-1	1	-1	0	-6	4

Some of these compounds in order of their number in CXCR6 inh, lowest first:
SMILES	MPTP block	CXCR6 inh	GRIN3A LBD mod	CCR6 antag	EBI2 antag	APOBEC3A inh	APOBEC3G inh
COc1ccccc1NC(=O)CSc1nc2[nH]ncc2c(=O)[nH]1	-0.9	-12	-1	-4	-4	-1	-10
O=C(O)/C=C/C(=O)Nc1ccc2nccnc2c1	-1.0	-3	-3	1	-22	-2	-4
O=C(Nc1ncnc2sc3c(c12)CCCC3)c1ccncc1	0.0	2	-3	-1	4	-4	-4
